Screening data (PubChem)
KLK7 zymogen act = activates the human kallikrein-7 zymogen | P49862 | purified proKLK7, EDANS-DABCYL substrate fluorescence; 100% is mature enzyme control, 0% vehicle | activation, % at 7 µM | 0.9% of 370,000 active;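 active = activation above the mean of all tested compounds plus 3 SD, computed per campaign excluding outliers beyond control limits, cut at about 13% in these data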
Target sequence (P49862 whole entry, looked up): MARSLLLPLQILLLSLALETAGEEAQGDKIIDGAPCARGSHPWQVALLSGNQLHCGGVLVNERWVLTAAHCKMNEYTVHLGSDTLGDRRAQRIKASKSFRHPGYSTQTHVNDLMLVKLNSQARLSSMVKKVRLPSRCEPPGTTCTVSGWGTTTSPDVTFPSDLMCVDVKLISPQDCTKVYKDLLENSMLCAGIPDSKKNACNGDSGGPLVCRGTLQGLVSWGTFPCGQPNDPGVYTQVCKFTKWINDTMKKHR
PLC-gamma1 inh = PLC-gamma1 (human) inhibition, primary screen | P19174 | purified PLC-gamma1, fluorogenic substrate, fluorescence | inhibition, % at 12.2 µM | 0.84% of 370,000 active | AID 720700; in the data active = inhibition above about 9.5%
DDE Tn6 FP inh = disrupts Tn6 cyclic peptide binding to fibrin D-Dimer-E complex; Fibrin DD(E) TRITC-Tn6 fluorescence polarization displacement; inhibition, % at 8.3 µM; 0.21% of 370,000 active; AID 720509;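 active = inhibition above a per-campaign cutoff: mean of compounds within control limits plus 3 SD, cut at about 15% in these data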;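 note: 0% = median of all compound wells on the plate and 100% = blocking peptide control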
PLC-beta3 inh = inhibitors of human phospholipase C beta3 | Q01970 | Purified PLC-beta3, fluorogenic substrate, fluorescence | inhibition, % at 12.2 µM | 0.18% of 370,000 active | AID 720704; in the data active = inhibition above about 11%;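 note: 0% = median of compound wells on plate and 100% = full blocker control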
NR1D1 modulator = Rev-erb alpha (human) modulation | activity, % at 10 µM | Rev-erbα–FITC-DNA binding, fluorescence polarization, 90 min | AID 1259318 | P20393 | 0.79% of 370,000 active;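 active = activity above about 14%, limit read from the data; passing the limit was not always enough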;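 note: 0% = DMSO wells with 35 nM protein and 100% = DMSO wells with 750 nM protein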
Target sequence (P20393 whole entry, looked up): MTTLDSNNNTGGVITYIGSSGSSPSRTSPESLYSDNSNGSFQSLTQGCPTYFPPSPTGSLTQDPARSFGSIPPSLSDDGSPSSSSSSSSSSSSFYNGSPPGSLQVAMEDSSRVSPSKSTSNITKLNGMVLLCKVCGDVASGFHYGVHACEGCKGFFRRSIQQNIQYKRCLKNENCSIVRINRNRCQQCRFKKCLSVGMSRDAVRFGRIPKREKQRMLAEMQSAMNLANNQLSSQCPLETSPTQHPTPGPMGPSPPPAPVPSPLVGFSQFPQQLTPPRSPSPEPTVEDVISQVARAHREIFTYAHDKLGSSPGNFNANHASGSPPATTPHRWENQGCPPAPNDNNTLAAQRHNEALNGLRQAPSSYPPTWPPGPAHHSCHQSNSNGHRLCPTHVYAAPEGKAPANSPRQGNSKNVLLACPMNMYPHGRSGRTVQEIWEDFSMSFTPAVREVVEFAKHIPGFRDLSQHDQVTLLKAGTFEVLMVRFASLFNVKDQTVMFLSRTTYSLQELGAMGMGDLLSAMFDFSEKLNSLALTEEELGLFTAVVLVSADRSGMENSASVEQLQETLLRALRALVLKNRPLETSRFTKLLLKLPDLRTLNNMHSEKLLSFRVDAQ
sPLA2-III inh = Blocks human group III sPLA2 activity; Q9NZ20; QFRET BODIPY PC-A2 liposome hydrolysis, fluorescence; inhibition, % at 12.2 µM; 0.56% of 370,000 active; AID 743126;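 active = inhibition above mean plus 3 SD of compounds lying within the high and low control bounds, cut at about 19% in these data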;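 note: 0% = median of test compound wells and 100% = no enzyme DMSO wells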
ARFGAP1 inh = rat ARFGAP1 inhibition; Q62848; Arfgap1-stimulated ARF1 GTP hydrolysis, GDP FP detection; 0.26% of 360,000 active; inhibition, % at 16.5 µM; AID 651572;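 active = inhibition above a per-plate limit, mean inhibition of low control wells plus 3 SD, cut at about 25% in these data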;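 note: 0% = DMSO wells with enzyme and 100% = wells lacking Arfgap1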
Target sequence (Q62848 1-136 limits assumed): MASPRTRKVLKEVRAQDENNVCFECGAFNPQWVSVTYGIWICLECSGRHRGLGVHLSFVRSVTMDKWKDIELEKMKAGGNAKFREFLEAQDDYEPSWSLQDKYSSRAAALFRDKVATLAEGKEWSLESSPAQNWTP
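System: truncated rat Arfgap1 GAP domain / Benchmarks: high control wells lacking Arfgap1, low control full reaction with DMSO / Times: compound-enzyme preincubation 20 min, reaction 120 min, detection 60 min, 25 °C / Repeats: one replicate per compound / Also added: human ARF1(Δ1-17)-GTP substrate / Measured by: Tracer-displacement fluorescence polarization with EDTA stop, 620/688 nm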
Tn7 DDE FP = inhibitors of Tn7 peptide binding to human fibrin DD(E). P02675. FP displacement of FITC-Tn7 peptide from fibrin DD(E); 0% = median of compound wells per plate. inhibition, % at 8.3 µM. 0.13% of 370,000 active. AID 720508;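 active = inhibition above the mean of compounds falling within the control limits plus 3 SD of them, cut at about 14% in these data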;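 note: 0% = plate median of compound wells and 100% = 10 µM Aha-Tn7 peptide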
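Assay system: human fibrin DD(E). Input: DD(E) 2 µM final. Medium: Tris buffer with calcium and detergent, pH 7.8. Compound dosing: single point at 8.3 µM. Timing: 10 min plus 3 h, room temperature. Technique: fluorescence polarization of the labelled Tn7 tracer. Read-out: percent inhibition. Replicates: singlicate testing.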
UHRF1 binding = blocks human UHRF1 binding to methylated DNA | Q96T88 | UHRF1 binding to methylated oligo, TR-FRET | inhibition, % at 4.4 µM | 0.75% of 370,000 active | AID 687016; in the data active = inhibition above about 21%;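 note: UHRF1 SRA domain binding a hemimethylated CpG hairpin DNA probe; 0% = median of test compound wells and 100% = reference inhibitor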
ASAP1 GAP inh = blocks human ASAP1-stimulated Arf1 GTP hydrolysis; GDP FP detection; inhibition, % at 16.5 µM; 0.19% of 360,000 active; in the data active = inhibition above about 25%;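 note: 0% = vehicle with enzyme and substrate and 100% = no enzyme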
Starred values were filed as active, the others as inactive.

SMILES	KLK7 zymogen act	PLC-gamma1 inh	DDE Tn6 FP inh	PLC-beta3 inh	NR1D1 modulator	sPLA2-III inh	ARFGAP1 inh	Tn7 DDE FP	UHRF1 binding	ASAP1 GAP inh
CC(=O)C1=C(O)C(=O)N(c2ccc(Br)cn2)C1c1ccccc1[N+](=O)[O-] (stereo not drawn)	-0.7	-24	-2	-41	-1	-9	-3	-3	-3	-10
CC(=O)Nc1ccc(-c2nnc(SCC(=O)NCc3ccco3)n2C)cc1	-0.8	1	1	-2	7	2	-14	-1	-1	-1
O=C(CCCN1C(=O)c2ccccc2C1=O)Nc1ccc(S(=O)(=O)N2CCOCC2)cc1	-0.4	0	-1	2	5	-1	2	-5	1	-7
Cc1ccc(-c2nn(-c3cccc(F)c3)cc2CN(Cc2nccn2C)C(C)C)o1	0.8	-31	-1	-45	4	-1	-5	-1	2	-7
O=C(NNS(=O)(=O)c1cc(Cl)c(Cl)cc1Cl)c1cccnc1	-0.1	-2	6	-5	5	6	-3	3	1	-1
CS(=O)(=O)Nc1ccc(C(=O)Nc2ccc(S(=O)(=O)N3CCCC3)cc2)cc1	-0.1	0	7	3	-1	2	-1	-5	1	10
CS(=O)(=O)N1CCN(c2ccccc2NC(=O)c2ccc(-c3ccc(Br)cc3)o2)CC1	-4.0	-60	-2	-80	10	2	5	-1	-1	17
CCOC(=O)C1CCN(C(=O)c2ccc(OCC(=O)Nc3cccc(C(F)(F)F)c3)cc2)CC1	-0.4	-1	4	-4	-1	-20	1	-5	-3	-10
O=C1NC[C@H](CC2CCCCC2)N(CCc2cc(C(F)(F)F)cc(C(F)(F)F)c2)C1=O	-0.3	0	9	1	-3	-11	-6	3	-1	-8
CC(C)(C)Cc1c(-c2cccc(Cl)c2)nc2ccc(Br)cn12	-0.5	-17	1	-28	8	-12	11	-4	17	-5
COc1ccc(C(=O)Nc2nnc(Cc3ccc(OC)c(OC)c3)s2)c(OC)c1	-1.7	2	-6	-6	-8	-10	-3	4	3	7
O=C(COc1ccc(-n2cnnn2)cc1)NC(=O)NCc1ccccc1	-0.2	-1	-4	3	4	-1	2	4	2	4
CCOC(=O)C1CCN(c2ccc([N+](=O)[O-])c(C(C)=O)c2)CC1	0.3	2	3	-4	0	2	18	-2	-4	-7
Cc1ccc(-c2nc(CS(=O)(=O)CC(=O)NCCCN(Cc3ccccc3)C(C)C)c(C)o2)cc1	-1.0	5	-3	-10	5	-16	11	3	1	7
COc1ccccc1-c1nnc(SCC(=O)NCc2cccs2)n1N	0.4	5	-4	-4	4	0	3	-1	0	-7
C[C@@]12C(=O)N(Cc3ccccc3)CC(=O)N1[C@H]1c3ccccc3OC[C@@H]1[C@@H]2c1ccccc1	1.1	2	-4	3	3	-6	3	-2	3	-2
CCC(/C=N/Nc1ccc(S(=O)(=O)N2CCCC2)cc1[N+](=O)[O-])CC	0.1	3	5	6	-1	-2	-10	-2	-3	7
c1ccc(C2=NNC(c3ccccn3)=NN2)nc1	0.6	3	-5	-3	2	0	11	-6	1	13
COc1ccc(C(=O)N/N=C(\C)Cn2nc([N+](=O)[O-])cc2C)cc1	-0.2	9	-1	-4	2	4	1	0	5	1
O=C(N/N=C/c1ccc([N+](=O)[O-])cc1)c1cc(C2CC2)[nH]n1	-0.2	2	-1	-2	-5	4	-7	3	1	3

The last 3 records of the section above open the next one.
SMILES	KLK7 zymogen act	PLC-gamma1 inh	DDE Tn6 FP inh	PLC-beta3 inh	NR1D1 modulator	sPLA2-III inh	ARFGAP1 inh	Tn7 DDE FP	UHRF1 binding	ASAP1 GAP inh
c1ccc(C2=NNC(c3ccccn3)=NN2)nc1	0.6	3	-5	-3	2	0	11	-6	1	13
COc1ccc(C(=O)N/N=C(\C)Cn2nc([N+](=O)[O-])cc2C)cc1	-0.2	9	-1	-4	2	4	1	0	5	1
O=C(N/N=C/c1ccc([N+](=O)[O-])cc1)c1cc(C2CC2)[nH]n1	-0.2	2	-1	-2	-5	4	-7	3	1	3
CCN(CC)S(=O)(=O)c1ccc(NC(=O)COC(=O)c2ccc(-n3nc(C)cc3C)cc2)cc1	0.3	0	3	-4	-4	-34	0	3	1	4
CCOc1cc(NC(=S)NCC2CCCO2)c(OCC)cc1NC(=O)c1ccc(OC)cc1 (stereo not drawn)	0.0	-1	6	2	-3	2	-2	2	0	-7
CC(NS(=O)(=O)c1ccc(OCC(=O)N2CCOCC2)c(Cl)c1)c1ccccc1 (stereo not drawn)	0.1	1	1	-1	-3	-6	-5	8	-2	-1
Cc1cc(C)c(S(=O)(=O)C(C)C)c(=O)[nH]1	0.5	-3	3	-3	2	3	14	-1	3	-5
COC(=O)Cn1cccc1C(=O)c1ccccc1	-0.5	5	-5	3	2	4	0	-1	-7	-4
COc1cccc(/C=N/Nc2ncccc2[N+](=O)[O-])c1OC	0.0	6	-2	-4	9	4	-2	2	-8	-2
Cc1cc(Br)ccc1OCCCCNC(C)(C)C	0.5	5	5	6	2	9	5	0	-3	0
COc1ccc(S(N)(=O)=O)cc1C(=O)NNC(=O)C1COc2ccccc2O1 (stereo not drawn)	0.3	9	1	10	5	-2	2	-3	2	-9
CCCCCCCCN1C(=O)[C@H](CC(=O)NCCc2ccccc2OC)C[C@@]2(C(=O)OCC)CCC=C12	0.8	-2	-16	-2	-9	-2	3	1	3	-7
O=C1N[C@@H](Cc2ccccc2)COC(=O)[C@@H](Cc2ccc(F)cc2)C/C=C\C[C@@H]1CC(=O)N(CCO)Cc1ccccc1	0.1	3	2	-2	7	-19	12	-8	3	-4
CCOc1ccc(CCN2C(=O)c3ccc(C(=O)O)cc3C2=O)cc1OCC	-0.5	0	-2	-6	-3	5	6	6	1	-3
Cc1ccc(S(=O)(=O)N2CCC(C(=O)NCCN3CCOCC3)CC2)cc1C	-0.4	-1	-4	-9	1	9	-1	2	-1	5
CCc1ccc(N2CC(C(=O)N3CCN(c4ccccn4)CC3)CC2=O)cc1 (stereo not drawn)	-0.2	6	0	-1	-4	5	11	-9	0	5
O=C1CCN(C(=S)NCCc2ccccc2)CC1	0.2	0	-2	-4	1	-5	4	-3	-1	7
CC(=O)Cc1nsc(NC(=O)c2ccc(-c3cc(Cl)ccc3Cl)o2)n1	0.1	-40	0	-65	0	-21	8	0	0	8
CC(=O)NC(CC(=O)c1ccc([N+](=O)[O-])cc1)C(Cl)(Cl)Cl (stereo not drawn)	-0.4	-2	2	2	-4	1	3	3	-1	4
O=C(Cn1c(-c2ccccn2)nc2ccccc21)NCCN1CCOCC1	0.7	-3	3	-3	-1	8	0	1	-1	-5
CCN(CC)C(=O)c1cccc(-c2csc(C(C)(O)c3ccc(OC)cc3)n2)c1 (stereo not drawn)	0.0	3	3	1	-1	-17	6	-4	-3	-12
COc1cc(C(=O)OCC(=O)NCC2CCCCC2)ccc1OCC(C)C	-0.3	7	9	-5	0	8	11	0	2	-5
C=CC[C@@H](CC(=O)N(CCO)Cc1ccccc1)C(=O)N[C@H](COC(=O)[C@@H](CC=C)CC(=O)OC(C)(C)C)C(C)(C)C	0.8	-1	7	1	-1	-1	-2	-7	0	-4
CC1=NN(C(N)=S)C(=O)C1N=Nc1cccc(Cl)c1C (stereo not drawn)	-0.7	1	-1	-10	14	4	16	4	-12	-1
Cc1ccc(C(C(=O)NC2CCCCC2)N2CCCC2)cc1 (stereo not drawn)	0.2	3	4	-124	-1	-1	-10	-4	2	-3
CC(C)C1Cc2[nH]c(=S)[nH]c(=O)c2C(c2ccc(F)cc2)O1 (stereo not drawn)	0.2	0	7	1	-1	4	9	1	-2	1
NC(=O)C1CCN(C(=O)CC2(CC(=O)O)CCCC2)CC1	-0.2	1	-1	2	2	3	-8	-1	0	4
COc1ccc(C(=O)NNC(=O)CCC(=O)Nc2cc(C)on2)cc1	-0.6	0	-1	1	2	-2	-11	-5	4	3
COc1cc(C(=O)NC(=S)Nc2ccccc2N2CCCC2)cc(OC)c1OC	-0.4	-32	3	-52	4	15	2	-4	-6	8
COc1cc(OC)c(C(=O)OCC(=O)N2CCOCC2)cc1OC	0.1	2	-3	-5	0	15	-9	10	0	-3
COc1cc2c(cc1OC)-c1nnnn1C(C)(C)C2	-0.3	-3	11	0	-2	0	0	2	0	3
O=C(Nc1cccc(Cl)c1)Nc1ccon1	0.0	5	-10	-6	-2	-6	-5	3	4	16
CC(C)C[C@H]1CNC(=S)N1C[C@H]1CCCN1C[C@H](CC(C)C)N1C[C@H](Cc2ccccc2)N(CCc2ccccc2)C1=S	-0.5	0	-6	0	-2	5	-4	4	2	1
O=C(C1CCN(S(=O)(=O)c2ccccc2)CC1)N1CCN(c2ccccc2)CC1	-0.2	0	15*	-5	0	4	6	6	-2	-8
CCOc1ccc(Nc2nc(N3CCCCC3)nc(N3CCCCC3)n2)cc1	-0.1	1	0	5	8	2	7	5	-2	-7
O=C(Nc1ccc(Cl)cc1N1CCOCC1)C1CCCCC1	-0.4	-1	0	-4	-5	-5	0	-3	-1	9
O=C(O)c1ccc(N2C(=O)/C(=C\c3ccccc3)N=C2c2ccccc2)cc1	0.6	-8	11	-23	-10	-5	-9	1	0	4
CNC(=O)CN1C(=O)CSc2ncccc21	-0.5	4	2	14*	-7	10	3	1	2	17
CC(=O)Nc1ccc(S(=O)(=O)N(C)CC(=O)NNc2c(F)c(F)cc(F)c2F)cc1	-0.6	4	-4	8	9	0	22	-2	1	18
CCOc1ccc(S(=O)(=O)NCCC2=CCCCC2)c2ccccc12	0.6	-1	-3	-1	-1	-19	-11	-4	0	18
COc1ccc(/C=C2\CCCC3C2=NN(C(=O)CSc2n[nH]c(N)n2)C3c2ccc(OC)cc2)cc1 (stereo not drawn)	0.1	-8	-6	-15	-2	-10	13	-2	2	6
CCCNC(=O)COc1ccc(S(=O)(=O)Nc2ccc(C)cc2)cc1	-0.8	1	4	6	-5	2	-11	-9	1	-11
COc1cc(/C=N/NC(=O)CN(Cc2ccco2)S(=O)(=O)c2ccccc2)ccc1O	-4.4	-3	1	-4	-6	-12	-5	1	4	-5
COc1ccc(OC)c(CN2CCN(C(=O)c3cccc(S(=O)(=O)Nc4ccccc4OC)c3)CC2)c1	0.7	-4	-9	-9	-2	-9	13	-3	-1	4
CC(=O)OCC(=O)[C@@]1(OC(C)=O)[C@@H](C)C[C@H]2[C@@H]3C[C@H](F)C4=CC(=O)C=C[C@]4(C)[C@@]3(F)[C@@H](O)C[C@@]21C	0.3	1	2	6	3	-20	-11	2	0	-5
CCOc1ccc(-n2c(C)nnc2SCC(=O)N(CC)CC)cc1	0.5	-1	-6	1	1	3	1	-7	3	-24
